Screening results as filed in PubChem BioAssay.
12-LOX inh: inhibitors of human 12S-lipoxygenase ALOX12; P18054; purified 12hLO, xylenol orange hydroperoxide absorbance; Potency, µM (series often up to 108 µM), for inactives: at the highest dose activity change, negative = inhibition, actives largely listed as inhibitors; hit rate 1.1% among 580,000; active = well fitted inhibition curve with a large enough effect; inconclusive = small, poorly fitted or top-dose-only effect, or another doubt; inactive = no such curve, though single readings can be large or run the other way
Target sequence (P18054 whole entry, looked up): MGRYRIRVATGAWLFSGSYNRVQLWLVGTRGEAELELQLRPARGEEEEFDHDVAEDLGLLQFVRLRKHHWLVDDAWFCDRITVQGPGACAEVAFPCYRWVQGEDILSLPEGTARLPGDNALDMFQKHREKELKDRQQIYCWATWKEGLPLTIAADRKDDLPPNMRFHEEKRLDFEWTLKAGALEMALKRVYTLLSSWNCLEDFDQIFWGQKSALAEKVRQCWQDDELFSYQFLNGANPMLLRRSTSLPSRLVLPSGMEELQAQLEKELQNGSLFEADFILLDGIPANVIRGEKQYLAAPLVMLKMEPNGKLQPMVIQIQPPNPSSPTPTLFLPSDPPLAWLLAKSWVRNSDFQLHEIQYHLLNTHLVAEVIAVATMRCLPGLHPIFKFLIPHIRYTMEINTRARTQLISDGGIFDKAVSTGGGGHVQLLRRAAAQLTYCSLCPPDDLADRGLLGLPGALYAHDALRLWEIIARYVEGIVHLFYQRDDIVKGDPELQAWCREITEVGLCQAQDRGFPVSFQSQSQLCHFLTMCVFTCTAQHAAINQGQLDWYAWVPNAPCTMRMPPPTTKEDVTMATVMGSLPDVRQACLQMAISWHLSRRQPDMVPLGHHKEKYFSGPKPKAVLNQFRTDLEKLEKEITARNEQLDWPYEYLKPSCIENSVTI
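Hydroperoxide product was detected by ferrous iron/xylenol orange as the 573 to 405 nm absorbance ratio. Arachidonic acid at 40 uM (final) was turned over for 30 min at room temperature by 150 nM human 12hLO, pH 7.0 Hepes buffer, after 15 min compound preincubation.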
* marks the source's active call; other numbers are inactive results; ? = inconclusive; & = joins results of further samples; [ ] = another dose, or the depositor's remark. % is set by controls: 0 for no effect and ±100 for the full control effect; potency is the fitted concentration of half-maximal effect. A portion of the library, so the mix of outcomes need not match the whole.

no.	structure	12-LOX inh
1	O=C(CC1CCCC1)N1CCCCCC1CN1CCCC1 (stereo not given)	50%[activator]
2	Cc1cccc(OCCc2noc(C3CCCN3C(=O)c3cn(C)cn3)n2)c1 (stereo not given)	60%[activator]
3	CC(C)N1CCC(Nc2nc(-c3cccnc3)nc3ccccc23)CC1	-1%
4	Cc1c(-n2nnnc2SC(C)c2ccccc2)c(=O)n(-c2ccccc2)n1C (stereo not given)	3%
5	CN1C[C@@H](NC(=O)c2ccccc2)C[C@H]1c1nc(-c2ccncc2)no1	19%[176 µM]
6	CCOC(=O)C1CCN(C(=O)COC(=O)c2cn(-c3ccccc3)nc2-c2ccccc2)CC1	?
7	COC(=O)[C@@H]1Cc2ncn(C(C)C)c2CN1S(=O)(=O)c1ccc(OC)cc1	?
8	COCCCn1cnc2cccnc21	1%[176 µM]
9	Nc1[nH]c(C(=O)c2ccccc2)c(-c2ccccc2Br)c1C(=O)c1cccs1	2%
10	Cc1nc(-c2ccncc2)[nH]c(=O)c1CC(=O)N(C)C(C)C(C)(C)C (stereo not given)	40%
11	COC(=O)[C@H](NC(=O)C1=C[C@@H](NC(=O)c2ccc(SC)cc2OC)[C@@H](O)[C@H](O)C1)C(C)C	?
12	CN(Cc1nc(C2CC2)no1)C(=O)c1cccc(CC2CCNCC2)c1	38%
13	CC(OC(=O)c1cccc(N(C)C)c1)C(=O)c1ccccc1 (stereo not given)	-58%
14	COc1ccccc1CN[C@H]1[C@H](O)[C@@H](N2CCC(C(N)=O)CC2)[C@@H]2OC[C@H]1O2	-2%[176 µM]
15	O=C(Cc1cccs1)N(Cc1ccco1)C1CC1	14µM*
16	NC(=O)NCc1cn(C2CCN(Cc3ccc4occc4c3)CC2)nn1	40%
17	Cc1ccc(N2C(=O)N(Cc3ccc4c(c3)OCO4)c3ccccc3S2(=O)=O)c(C)c1	?
18	NC(=O)c1ccc(C(=O)N2CCC(c3nc4cc(Cl)ccc4o3)CC2)cc1	-2%
19	CCCCNC(=O)NC(=O)CSc1nc(-c2ccco2)nc2ccccc12	?
20	Cc1cccc(Cn2c(SCCCO)nc3c2c(=O)n(C)c(=O)n3C)c1	3%
21	COc1cccc2c1CCCC2CCCN1CCN(C2CCCCC2)CC1 (stereo not given)	?
22	Cc1ccc(-c2csc3ncn(CC(=O)NC4CCCc5ccccc54)c(=O)c23)cc1 (stereo not given)	-4%
23	O=C(O)Cn1nc(-c2ccccc2)nc1C1CC(=O)N(Cc2cccnc2)C1 (stereo not given)	-5%
24	Cc1oc(-c2nc(C#N)c(NCCN(C)C)o2)cc1S(=O)(=O)N(C)c1ccccc1	?
25	COc1cccc(CC(=O)N2CCC3(CC2)CC(Cc2nc(-c4ccncc4)no2)CCO3)c1 (stereo not given)	0%
26	CC(=O)N1CC2(CCN(CCS(C)(=O)=O)CC2)CC1C(=O)O (stereo not given)	?
27	CN(Cc1ccccc1)C(=O)c1nccnc1N	4%
28	COc1cccc(CN2CCOC[C@H](O)C2)c1	63%[activator][176 µM]
29	COc1ccccc1OC(C)(C)C(=O)N1CC(C)(C)[C@@](C)(O)C1	37%
30	CC(C)(C)c1ccc(C2CC2C(=O)N/N=C/c2ccsc2)cc1 (stereo not given)	38%[activator]
31	O=C(c1ccc(F)cc1)N1CCC2(CC1)CCN(Cc1cccs1)c1ccccc1O2	?
32	COc1ccc(C(=O)NC[C@H]2Cn3c(-c4ccc(Cl)cc4)cnc3CO2)cc1	50%[activator][176 µM]
33	FC(F)(F)Oc1ccc(-c2cnc([C@@H]3COCCN3C3CCOCC3)[nH]2)cc1	27%[176 µM]
34	OC[C@@H]1CN(Cc2ccoc2)C[C@H]1c1nc(-c2ccncc2)no1	53%[activator]
35	CC(C)(C)CC(=O)Nc1nc2c(s1)C[C@@H]1[C@](C)(CO)[C@H](O)CC[C@@]1(C)[C@@H]2CC(=O)NCc1ccco1	0%
36	COC(=O)c1cc2c(c3c4cc(OC)ccc4n(S(=O)(=O)c4ccc(OC)cc4)c13)C(=O)N(Cc1ccc(N(C)C)cc1)C2	-18%
37	CN[C@H]1C[C@H]2c3[nH]c4cccc(-c5cccc(F)c5)c4c3CCN2C(=O)[C@H]1[C@H](C)O	?
38	O=C(/C=C/c1ccccc1)N1CCN(Cc2ccccc2)CC1	-4%
39	O=C(O)CCC(=O)N1CCCCC1	-9%
40	Cc1cccc(CNC(=O)CN2C(=O)CN(C(=O)NCc3ccccc3)c3ccccc32)c1	4%
41	COCC(=O)N1C[C@H](NC(=O)C(=O)c2cccn2C)[C@@H](C2CC2)C1	24%
42	Cc1c(-c2ccccc2F)[nH]c2ccc(CNC(=O)C3C=CCN3)cc12 (stereo not given)	87%[activator]
43	CC(=O)N1CCC(C(=O)N2CCCN(c3cc(-c4ccc(Cl)cc4)[nH]n3)CC2)CC1	9%
44	COc1cc2c(cc1C(=O)N1CCNCC(O)C1)CCC2 (stereo not given)	10%
45	Cn1nccc1C(=O)NCC1CCC2(CCN(Cc3cccc4ncccc34)CC2)O1 (stereo not given)	-2%
46	CCOC(CNC(=O)CS(=O)Cc1nc(-c2cccc(OC)c2)oc1C)OCC (stereo not given)	-13%
47	CS(=O)(=O)N1CCCN(C(=O)CCCc2ccccc2)CCNC(=O)CC1c1ccccc1 (stereo not given)	3%
48	O=C1CCSc2ccc(S(=O)(=O)N[C@H]3C[C@@H]4OCC[C@H]34)cc2N1	5%

From no. 42 up to 44, copied from above:
no.	structure	12-LOX inh
42	Cc1c(-c2ccccc2F)[nH]c2ccc(CNC(=O)C3C=CCN3)cc12 (stereo not given)	87%[activator]
43	CC(=O)N1CCC(C(=O)N2CCCN(c3cc(-c4ccc(Cl)cc4)[nH]n3)CC2)CC1	9%
44	COc1cc2c(cc1C(=O)N1CCNCC(O)C1)CCC2 (stereo not given)	10%

4 entries out of the list above, ordered by the value under 12-LOX inh, falling:
no.	structure	12-LOX inh
29	COc1ccccc1OC(C)(C)C(=O)N1CC(C)(C)[C@@](C)(O)C1	37%
47	CS(=O)(=O)N1CCCN(C(=O)CCCc2ccccc2)CCNC(=O)CC1c1ccccc1 (stereo not given)	3%
3	CC(C)N1CCC(Nc2nc(-c3cccnc3)nc3ccccc23)CC1	-1%
39	O=C(O)CCC(=O)N1CCCCC1	-9%

Continued:
no.	structure	12-LOX inh
49	CC(C)NC(=O)Nc1ccc([C@H]2OCC(=O)N[C@@H]2CO)cc1	12%[176 µM]
50	O=C(NC1CC1)c1cc(-c2ccc(O)cc2)nc2ccccc12	-17%
51	CCCC(=O)N1c2ccccc2-c2nnc(SC)nc2OC1C (stereo not given)	-1%
52	CC(C)NC(=O)C1CN(c2cccc(Cl)c2)C(=O)N1 (stereo not given)	3%&13%[176 µM]
53	O=C(NCc1ccccc1)C(c1ccco1)N1CCN(c2ccccc2F)CC1 (stereo not given)	2%
54	CN1CCC([C@@H]2CN(S(=O)(=O)c3ccc(Cl)s3)C[C@H]2C(N)=O)CC1	?
55	O=C1CCC2(CCCO2)CCN1Cc1ccc(C(F)(F)F)c(F)c1 (stereo not given)	43%[activator]
56	CC(NCc1cccnc1)C12CC3CC(CC(C3)C1)C2 (stereo not given)	?
57	COCC(=O)N[C@@H]1CN(Cc2cccc(OC)c2OC)C[C@H]1CO	36%
58	Cc1ccccc1NC(=O)N1CCC(CCNC(=O)Cc2ccccc2F)CC1	43%[activator]
59	Cc1nc(C)c(C(=O)N2CCc3c(cnc(C)c3CNC(=O)c3cncs3)C2)s1	0%
60	O=C(CC(F)(F)F)N1CCC(N2C(=O)C3(CCCC3)C2c2ccccc2)CC1 (stereo not given)	9%
61	O=C(CC(F)(F)F)NCCc1noc(C2CC2)n1	-6%
62	CCOc1ccc(CCNC(=O)c2cc3c(s2)-c2ccccc2S(=O)(=O)C3)cc1	-30%
63	O=C(Cn1nc2n(c1=O)CCCCC2)NCc1ccc(F)cc1	38%
64	Cc1nc2c(C(=O)NCc3cccs3)cnn2c(C)c1Cc1ccc(F)cc1	-17%
65	Cc1ccc(CNC(=O)CCc2ncc(-c3ccc(Cl)cc3Cl)o2)cc1	-18%
66	CCOC(=O)c1ccc2nc(C)cc(Nc3ccc(OC)cc3)c2c1	?
67	Cc1ccc2c(CN3CCC4(CC3)OCCO4)cc(=O)oc2c1	31%[activator]
68	O=C1CCN(S(=O)(=O)c2ccccc2)CCCN(C(=O)CCc2ccccc2)CCN1	13%
69	O=C(Oc1ccccc1)N1CCC2(CCCN(c3ccc(-c4ccccc4)cc3)C2)CC1	-5%[57.4 µM]
70	Cc1ccc(-n2c(C3CCN(C(=O)c4cccc(C(F)(F)F)c4)CC3)n[nH]c2=O)cc1	-8%
71	Cc1ccccc1C(=O)NC(NC(=O)c1ccccc1C)c1ccc(F)cc1	-8%
72	CCOc1ccc(C(=O)NC2CCCN(c3cc(-c4ccccc4)[nH]n3)C2)cc1 (stereo not given)	15%

Reprinted at random: 2 records from the list
no.	structure	12-LOX inh
67	Cc1ccc2c(CN3CCC4(CC3)OCCO4)cc(=O)oc2c1	31%[activator]
69	O=C(Oc1ccccc1)N1CCC2(CCCN(c3ccc(-c4ccccc4)cc3)C2)CC1	-5%[57.4 µM]

Additional structures:
no.	structure	12-LOX inh
73	COC(=O)N1CCC2(CCN(Cc3cc(C(F)(F)F)cc(C(F)(F)F)c3)CC2)CC1	15%[57.4 µM]
74	CC(C)CCCC1CN(C(=O)c2c(O)cccc2O)CCO1 (stereo not given)	31%
75	COC(=O)[C@H](CC(C)C)NC(=O)Cn1nc(N2CCN(c3ccccc3)CC2)ccc1=O	-26%
76	N#Cc1ccc(CSc2ccccc2C(=O)Nc2ccc3c(c2)OCCCO3)cc1	14µM*
77	CC(=O)N1CCC([C@@H]2CN(Cc3ccc(C#N)cc3)C[C@H]2CO)CC1	37%[activator]
78	C=CCc1ccccc1OCc1cccc(C(=O)O)c1	-22%
79	COc1ccccc1Nc1ncc2c(n1)CN(C(=O)c1ccc(Oc3ccccc3)cc1)CCN2	0%
80	O=C1COc2ccc(Oc3ccccc3)nc2CN1CCOc1ccccc1	-9%[176 µM]
81	CC(C)CCN1CC(Oc2ccc(F)c(F)c2)C1	6%[12.5 µM]
82	O=[N+]([O-])c1cccc2ccc(/C=C/c3cccc(C(F)(F)F)c3)nc12	-25%
83	O=C(COC(=O)CCC(=O)c1ccc(F)cc1)NC1CCCCCC1	-4%
84	O=C(NCc1ccccc1)C1CCC(=O)N1C1CCN(C(=O)c2ccc(F)cc2F)CC1 (stereo not given)	19%

Shown as labelled records: entries from further up.
79. COc1ccccc1Nc1ncc2c(n1)CN(C(=O)c1ccc(Oc3ccccc3)cc1)CCN2
  12-LOX inh: 0%

84. O=C(NCc1ccccc1)C1CCC(=O)N1C1CCN(C(=O)c2ccc(F)cc2F)CC1 (stereo not given)
  12-LOX inh: 19%

New compounds follow
no.	structure	12-LOX inh
85	Cc1oc(-c2ccccc2)nc1CC(=O)N(C)Cc1ccco1	16%
86	COc1ccc(CC(=O)N2CC[C@@H](CC(=O)O)[C@@H](CCN3CCN(c4cccc(C(F)(F)F)c4)CC3)C2)cc1	?
87	CCOC(=O)c1[nH]c(C)c(CCC(=O)N2CCC(C(=O)NCCN(C)C)CC2)c1C	7%
88	COc1ccc(OC)c(CN2CCc3ccccc3C2)c1	?
89	C#CCNC(=O)[C@H]1O[C@H](CCN(CCOC)CCOC)CC[C@@H]1O	-2%[176 µM]
90	Cc1cc(N2CCC(NS(=O)(=O)c3cn(C)c(C)n3)C2=O)ccc1F (stereo not given)	28%
91	CCN1CC(C(=O)NCc2cccc(-c3ccccc3)c2)CCC1=O (stereo not given)	4%
92	COc1ccccc1CC(=O)N1CCC[C@H]1c1nc(-c2ccc(F)cc2)no1	-1%
93	COC1CCC(C(=O)c2ccc3nc4c(cc3c2)CCCO4)CC1 (stereo not given)	-26%[57.4 µM]
94	N#C/C(=C\c1cccn1-c1ccccc1)C(=O)N1CCOCC1	-45%
95	Cc1cccc(NC(=O)N[C@@H](CC(C)C)C(=O)O)c1	-17%
96	C=CCNC(=O)C[C@@H]1CCN(S(=O)(=O)c2c(C)noc2C)C[C@@H]1CC	17%[176 µM]
97	O=C(C1CC(=O)N(C2CCCC2)C1)N1CCN(c2ccc(Cl)cn2)CC1 (stereo not given)	8%
98	CN1[C@@H](CCC(=O)Nc2ccccc2)CNC(=O)[C@@H]2[C@H]1CCN2Cc1ncc[nH]1	111%[activator][176 µM]
99	COc1ccc(CCC(=O)N2CCC(Cc3nncn3C(C)C)C2)cc1 (stereo not given)	22%
100	COc1ccccc1-c1cc(C(=O)Nc2c(C)nn(Cc3ccc(C)cc3)c2C)no1	?
101	OCc1ccc(CN2C[C@H](O)C[C@H]2c2nc(-c3ccc(F)cc3)no2)o1	25µM*
102	O=Cc1cccn1-c1ccc(Br)cc1Br	-10%
103	CCCNC(=O)CNC(=O)Cn1c(-c2ccccc2)cc2ccccc21	?
104	CC(=O)Nc1cccc2nc(CN3CCN(C(C)C)C(CCO)C3)ccc12 (stereo not given)	76%[activator]
105	CS(=O)(=O)N1CCC(C2CCN(CC3CC3)C2)CC1 (stereo not given)	147%[activator]
106	N#Cc1ccc(Oc2ccc3c(c2)COB3O)cc1	-33%[57.4 µM]
107	O=C(NC1CCCN(c2cc(-c3ccc(Cl)cc3)[nH]n2)C1)c1ccoc1 (stereo not given)	13%
108	O=C(c1cccnc1)N1CCC(N2C(=O)C(OCC3CC3)C23CCOCC3)CC1 (stereo not given)	23%
109	Cc1cc(SCC(=O)NCC(=O)N(C)C)nc2c(C)cccc12	?
110	O=C(Cc1ccccn1)N1CCn2c(nnc2-c2ccccc2)C1	-1%[176 µM]
111	N#Cc1cccc(C(=O)NCCc2cccnc2)c1	-4%
